Rac1 act GTP bind: alters GTP binding to activated mutant human Rac1; P63000; GST-Rac1 activated beads, fluorescent GTP binding, flow cytometry; actives lie on both sides; 100% means binding = to untreated wells; percent activity (GTP binding), % at 10 µM; 190,000 tested, 0.11% active;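 active = GTP binding at least 20 percentage points away from the 100% baseline, in either direction, so actives lie on both sides; inconclusive = Compound likely fluorescent itself, or too few beads counted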
Rab2 wt GTP: changes GTP binding to wildtype dog Rab2A, up or down. GST-Rab2 wt beads, Bodipy-GTP binding, flow cytometry. GTP binding activity, % at 10 µM. 190,000 tested, 0.19% active. AID 760;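 active = GTP binding activity at least 20 points away from 100%, either lowered or raised; inconclusive = signal likely due to the compound's own green fluorescence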;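 also: 0% = beads with excess unlabeled GTP and 100% = no-compound control corrected for plate trend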
Pf gamet viab: P. falciparum stage V gametocyte viability inhibition; P. falciparum stage V gametocytes, ATP luminescence, 24 h; 150,000 tested, 0.065% active; AID 743093; inhibition, % at 10.9 µM;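 active = inhibition above the mean plus 3 SD of compounds within the control limits, set per campaign, cut at about 38% in these data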;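 also: 0% = DMSO wells and 100% = medium only without gametocytes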
Rac1 wt GTP bind: human Rac1 wildtype GTP binding, inhibitors and activators; 190,000 tested, 0.27% active; GTP binding activity (% of control), % at 10 µM; GST-Rac1 beads, fluorescent GTP binding, flow cytometry; actives lie on both sides; 0 = cold GTP competed, 100 = untreated; AID 757;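 active = GTP binding activity at least 20 points away from the 100% control level, either lower or higher; inconclusive = compound flagged as likely green fluorescent, judged across all proteins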
Avidin fluor: compound fluoresces at 488/530 nm on avidin beads | compound fluorescence 488/530 nm, flow cytometry; stronger effect = higher value | fluorescence (KMESF) at 10 µM | 220,000 tested, 0.38% active | AID 1775; in the data active = fluorescence above about 47; also: inactives centre near 10
Mcl1-Noxa inh: Mcl-1/Noxa interaction inhibition; 220,000 tested, 1.5% active; AID 1022; inhibition, % at 21.7 µM; Q07820; TR-FRET Mcl-1/Noxa peptide binding, 2 h;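 active = compounds that cut the protein-peptide binding signal by more than 50% relative to plate controls in a single-dose test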;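 also: His-tagged Mcl-1 with rhodamine Noxa BH3 peptide and terbium anti-His antibody; 0% = Mcl-1 plus Noxa peptide wells and 100% = peptide-only wells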
Target sequence (Q07820 whole entry, looked up): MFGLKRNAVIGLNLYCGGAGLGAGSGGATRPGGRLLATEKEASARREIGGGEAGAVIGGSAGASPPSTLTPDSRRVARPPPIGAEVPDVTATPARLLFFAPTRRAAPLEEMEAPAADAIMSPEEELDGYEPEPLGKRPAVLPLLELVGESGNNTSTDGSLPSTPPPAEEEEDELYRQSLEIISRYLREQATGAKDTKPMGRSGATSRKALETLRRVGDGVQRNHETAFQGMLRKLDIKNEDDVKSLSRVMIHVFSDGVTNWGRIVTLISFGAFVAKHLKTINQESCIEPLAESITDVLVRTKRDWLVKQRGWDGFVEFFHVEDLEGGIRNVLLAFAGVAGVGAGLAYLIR
Cdc42 wt: human Cdc42 wildtype GTP binding change, either direction; percent activity (GTP binding), % at 10 µM; P60953; AID 761; 190,000 tested, 0.2% active; GST-Cdc42 beads, Bodipy-GTP binding, flow cytometry; actives lie on both sides;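 active = percent activity GTP binding at least 20 points away from the 100% baseline, either down as inhibitor or up as activator; inconclusive = compound flagged as likely green fluorescent from well-wide comparison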;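 also: median bead fluorescence of bound Bodipy-FL-GTP at 100 nM; 0% = excess unlabeled GTP control and 100% = no compound control; below 100% means less GTP binding so inhibitor and above means activator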
Target sequence (P60953 whole entry, looked up): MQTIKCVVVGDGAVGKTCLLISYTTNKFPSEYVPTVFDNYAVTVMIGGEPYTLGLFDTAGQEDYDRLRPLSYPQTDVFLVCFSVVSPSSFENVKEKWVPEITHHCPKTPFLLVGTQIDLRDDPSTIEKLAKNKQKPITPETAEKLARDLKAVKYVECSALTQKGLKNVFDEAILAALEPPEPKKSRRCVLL
Mcl1 Bid PPI: Mcl-1/Bid interaction inhibition; Q07820; inhibition, % at 21.7 µM; 220,000 tested, 0.97% active; TR-FRET Mcl-1/Bid-Dy647 peptide binding, 1536-well;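 active = compounds that cut the binding signal by more than half at the single screening dose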;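 also: His-tagged Mcl-1 with europium anti-His antibody binding Bid BH3 peptide; 0% = Mcl-1 plus peptide wells and 100% = peptide-only wells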
Rab7 wt GTP bind: modulators of GTP binding to dog Rab7 wildtype GTPase; GST-Rab7 beads, fluorescent GTP binding, flow cytometry; actives lie on both sides; untreated = 100%, excess cold GTP = 0%; GTP binding activity (percent of control), % at 10 µM; AID 758; 190,000 tested, 0.055% active;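 active = fluorescent GTP binding to Rab7 beads changed by at least 20 points from the 100% baseline, either direction, mostly lower; inconclusive = compound itself probably fluorescent, or too few beads counted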;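 also: median green fluorescence of bound Bodipy-FL-GTP per Rab7 bead population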
HRas wt GTP bind: changes GTP binding to wildtype human HRas. GST-Ras wt beads, Bodipy-FL-GTP binding, flow cytometry; actives lie on both sides. 190,000 tested, 0.14% active. GTP binding activity, % at 10 µM;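 active = GTP binding activity at least 20% away from the 100% baseline, either lowered as inhibitor or raised as activator; inconclusive = flagged as likely green fluorescent, judged across all proteins in the well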;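 also: 0% = unlabeled GTP competition control and 100% = no-compound control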
Target sequence (P01112 whole entry, looked up): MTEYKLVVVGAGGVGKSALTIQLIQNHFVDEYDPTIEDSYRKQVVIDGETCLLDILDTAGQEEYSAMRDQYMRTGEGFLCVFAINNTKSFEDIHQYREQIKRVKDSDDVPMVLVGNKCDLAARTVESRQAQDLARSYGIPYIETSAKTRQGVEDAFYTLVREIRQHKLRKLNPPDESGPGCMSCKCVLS
GSH bead fluor: compound fluoresces at 488/530 nm on GSH beads. GSH beads flow cytometry, compound fluorescence 488/530 nm; stronger effect = higher value. fluorescence (KMESF) at 10 µM. 190,000 tested, 0.25% active. AID 1776; in the data active = fluorescence above about 89;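 also: glutathione beads carrying GST-tagged Bcl family fusion proteins plus one bare bead set; values are compound well signal with DMSO vehicle wells as background; inactives centre near 16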
* hit, by the source's call; u = inconclusive; x = no result given.

SMILES	Rac1 act GTP bind	Rab2 wt GTP	Pf gamet viab	Rac1 wt GTP bind	Avidin fluor	Mcl1-Noxa inh	Cdc42 wt	Mcl1 Bid PPI	Rab7 wt GTP bind	HRas wt GTP bind	GSH bead fluor
Cc1cccc(N2CCN(C(c3ccncc3)c3nnnn3C(C)(C)C)CC2)c1C (stereo not given)	95	99	x	100	10	8	99	-17	102	99	26
CCOC(=O)N1CCC(N2C(=O)c3ccccc3C2Nc2ccccc2)CC1 (stereo not given)	99	99	x	102	8	19	100	0	95	97	13
O=C(CCC1N=C2c3ccccc3N=C(SCc3ccccc3Cl)N2C1=O)NCc1ccco1 (stereo not given)	96	100	x	95	9	27	95	-13	100	97	16
Fc1ccccc1OCCSc1nnnn1-c1ccccc1	99	99	x	99	10	-13	99	-6	100	100	54
O=C(CCc1nc2ccccc2c(=O)[nH]1)OCc1cccc(C(F)(F)F)c1	102	101	x	100	16	13	100	1	95	100	13
CC1CC(C)CN(C(=O)C(C)N(C)CC(=O)Nc2ccc(Cl)cc2)C1 (stereo not given)	97	98	13	98	7	9	95	37	100	97	15
Cc1ccc(C2=N/C(=C\N(C)C)C(=O)O2)cc1	97	98	-33	95	11	23	97	-42	101	98	9
Cc1ccc(S(=O)(=O)N2CCOC2CNC(=O)C(=O)NCc2ccco2)cc1 (stereo not given)	100	99	x	101	7	0	99	-5	96	100	17
O=C(c1cccs1)N1CCN(C/C=C/c2ccccc2)CC1	99	100	x	103	18	-7	103	-25	101	102	28
Cc1cc(C(=O)N2CCCCCC2)cs1	98	97	x	105	14	-7	101	-16	100	99	31
Cc1nc2sc(C(=O)OC(C)C)c(N)c2c(C)c1C	99	97	4	103	23	48	98	-9	97	99	15
O=C(CC1Oc2ccccc2NC1=O)NCCc1ccccc1 (stereo not given)	101	105	x	111	10	6	107	-31	103	104	14
Cc1cc(C)cc(-n2c(C)cc(C(=S)N3CCOCC3)c2C)c1	98	95	x	99	5	12	97	-29	93	97	9
CCCCNC(=O)N1CCOCCOCCN(C(=O)NCCCC)CCOCC1	102	101	9	107	8	-10	107	-19	103	103	5
CSC(=NC#N)N1CCN(c2ccccn2)CC1	94	97	3	101	5	7	96	-30	94	98	11
COC(C(=O)NC1CCCCCCC1)c1ccccc1 (stereo not given)	100	99	11	101	5	-4	102	0	103	102	11
COc1cc(C2C(C#N)=C(N)Oc3cc(C)n(CC4CCCO4)c(=O)c32)cc2c1OCO2 (stereo not given)	96	101	x	98	9	-7	101	-39	98	101	16
COc1ccc(-c2nnc(SCC(=O)Nc3sc4c(c3C#N)CCC4)n2CC2CCCO2)cc1 (stereo not given)	96	100	-34	104	34	19	101	-12	100	101	27
O=[N+]([O-])c1ccc(CN2CCOCCOCCN(Cc3ccc([N+](=O)[O-])cc3)CCOCC2)cc1	99	96	x	103	4	14	99	-45	100	100	8
Cc1cc(C)cc(OC(=O)C23CCC(C)(C(=O)O2)C3(C)C)c1 (stereo not given)	96	100	-12	100	9	-7	95	-28	103	99	10
O=c1/c(=C\c2ccc3c(c2)OCO3)sc2n1CCCN=2	99	101	10	104	13	-3	104	20	98	102	30
O=C(Nc1ccccc1N1CCCCC1)c1ccc(-c2ccc(Cl)cc2)o1	101	102	x	103	14	6	97	-4	99	101	13
CCN(CC)C(=O)CSc1nc2ccccc2c(=O)n1CCC(=O)NCCc1ccc(OC)c(OC)c1	98	100	11	108	10	12	98	-11	97	101	19
CC(=O)Nc1cccc(NC(=O)CSc2ncc(-c3ccc(Cl)cc3)n2Cc2ccco2)c1	95	97	x	103	13	19	102	14	93	98	35
Nc1nnc(-c2ccccc2Cl)s1	93	92	-15	93	17	8	93	-5	94	96	11
The list continues.
SMILES	Rac1 act GTP bind	Rab2 wt GTP	Pf gamet viab	Rac1 wt GTP bind	Avidin fluor	Mcl1-Noxa inh	Cdc42 wt	Mcl1 Bid PPI	Rab7 wt GTP bind	HRas wt GTP bind	GSH bead fluor
CCN(Cc1ccccc1)c1c(C(=O)O)cnc2c1cnn2C	96	98	x	101	10	26	97	-16	100	98	12
COc1ccc(OCCC(=O)OCC(=O)NC(=O)NC(C)(C)C)cc1	103	103	16	105	11	10	103	-24	106	104	7
O=C(CSc1ncnc2scc(-c3ccc(Cl)cc3)c12)NCc1ccc2c(c1)OCO2	96	95	x	100	x	7	96	11	97	98	21
Cc1cc(C)c2c(=O)[nH]c(SCC(=O)N3CCOCC3)nc2n1	96	98	x	99	11	-5	97	-29	102	99	14
Oc1ccccc1CNCc1ccccc1	96	96	20	102	13	-5	97	0	94	98	16
Cc1cc2cc(CN(Cc3nnnn3C3CCCCC3)CC3CCCO3)c(=O)[nH]c2cc1C (stereo not given)	101	98	-15	105	5	-4	98	-6	98	101	24
O=C(NN1CCOCC1)c1ccc(S(=O)(=O)N2CCCCC2)cc1	100	98	5	99	11	4	99	4	96	96	12
O=S(=O)(Nc1nccs1)c1ccc(Br)cc1	92	92	x	97	12	25	93	-11	93	94	31
CCN(CC)P(=O)(/C(Cl)=C\Nc1c(C)n(C)n(-c2ccccc2)c1=O)N(CC)CC	101	102	-6	105	6	4	103	-62	102	102	4
C/C(CC(=O)c1ccccc1)=N\NC(=O)CC#N	97	101	-5	99	9	4	100	-42	108	102	15
Cc1cc(C)nc(N/N=C/c2ccc(N3CCOCC3)cc2)n1	98	107	15	99	11	9	104	-48	105	101	10
CC(C)=CCC/C(C)=C/CC(C)(C)CNCCN1CCNCC1	102	102	x	103	35	4	103	-6	104	102	19
c1ccc(-c2oc3ncnc(NCCCn4ccnc4)c3c2-c2ccccc2)cc1	99	101	x	107	8	-20	102	-35	100	102	4
O=C(C1CCN(S(=O)(=O)N2CCCCC2)CC1)N1CCCCC1	99	99	6	100	4	-6	101	0	93	98	25
Cc1nn(-c2ccccc2)c(Cl)c1C(=O)OC(C)C(=O)NC(=O)NC1CCCCC1 (stereo not given)	96	98	x	100	8	-3	99	2	99	99	14
COC(Cc1n[nH]c(=S)n1-c1ccccc1)OC	99	100	1	100	12	9	97	1	102	101	34
CC(C)=NNc1nc2sc3c(c2c(=O)[nH]1)CC(C)(C)OC3	101	102	21	104	4	15	102	-12	105	101	11
CCn1c(SCC(=O)c2ccc3c(c2)OCCO3)nnc1-c1ccco1	96	96	x	94	23	8	99	15	95	97	24
CC(NC(=O)CSc1nnc(-c2cc3cc(Cl)ccc3o2)n1C)c1ccccc1 (stereo not given)	101	101	x	102	19	-1	101	-2	101	102	20
N/C(Cc1ccc([N+](=O)[O-])cc1)=N\OC(=O)C1CCCCC1	93	98	-13	98	10	-8	95	-25	100	98	17
CC1=CC(C)(C)N(C(=O)CSc2nccn2C)c2cc(C)ccc21	102	108	x	109	13	17	105	-14	107	105	13
O=C(Cn1c(=O)n(-c2ccc(F)cc2)c(=O)c2sccc21)N1CCCC1	100	98	x	108	12	2	102	-7	99	101	30
CCn1c(-c2ccccc2Cl)nn(CC(=O)Nc2ccc(OC)cc2)c1=S	98	97	x	97	38	14	100	-3	96	98	16
COc1ccc(NC(=S)NC2CCS(=O)(=O)C2)cc1 (stereo not given)	101	101	18	100	7	17	101	-85	106	101	12
Cc1ccc(-c2c3c([nH]c(=S)c2C#N)CCCC3)o1	99	98	-17	101	36	74*	101	-26	100	99	9
Next section
SMILES	Rac1 act GTP bind	Rab2 wt GTP	Pf gamet viab	Rac1 wt GTP bind	Avidin fluor	Mcl1-Noxa inh	Cdc42 wt	Mcl1 Bid PPI	Rab7 wt GTP bind	HRas wt GTP bind	GSH bead fluor
O=C(Nc1ccccc1NC(=O)NC1CCCCC1)NC1CCCCC1	99	104	-11	102	10	16	104	-26	104	105	10
CCOC(=O)c1c(CN2CCCCC2)n(C)c2cc(Br)c(O)c(CN(C)C)c12	95	98	x	99	6	15	100	-32	96	98	25
COc1ccc(C(C)(C)C)cc1NC(=O)Nc1ccc2c(c1)OCO2	98	98	-15	102	29	28	100	-14	97	102	22
O=C(O)CC(CNS(=O)(=O)c1cccc2nsnc12)c1ccccc1 (stereo not given)	92	93	16	97	22	40	91	23	95	94	10
COc1ccc(S(=O)(=O)N2CCCC(C(=O)NC3CCCCC3)C2)cc1 (stereo not given)	99	101	-38	103	7	10	102	7	96	100	20
CC(=O)c1cccc(NS(=O)(=O)c2cc(OCC(N)=O)c(C)cc2Cl)c1	97	97	x	103	13	-5	102	4	97	101	23
O=C(CN(Cc1ccc(F)cc1)C(=O)Cn1nnc2ccccc21)NCC1CCCO1 (stereo not given)	100	100	x	103	36	-3	101	-3	98	99	26
CN(C)c1ccc(/C=N/NC(=O)CCC(=O)NCc2ccccc2)cc1	98	103	-1	109	3	8	106	-16	106	106	8
O=C1CCCC(=O)N1c1ccc(NCCOCCO)c([N+](=O)[O-])c1	99	101	-6	99	11	1	104	-12	105	101	15
CCc1ccccc1S(=O)(=O)Cc1ccc(C(=O)NCc2ccc3c(c2)OCO3)o1	99	101	x	99	6	3	98	-31	94	97	26
COc1ccc(CCNC(=O)C2CC(c3ccccc3[N+](=O)[O-])=NO2)cc1 (stereo not given)	98	100	-14	98	40	-7	100	6	98	101	13
Cc1ccc(S(=O)(=O)/N=C2\C(=O)c3ccccc3C([O-])=C2n2cc[n+](CCC(C)C)c2)cc1	95	98	x	96	19	9	97	-21	100	99	9
COC(=O)/C=C1/N/C(=N\c2nc(C)cc(C)n2)N(c2ccc(Cl)cc2)C1=O	100	98	4	104	15	10	102	-10	102	102	4
Cc1cc(C)c(S(=O)(=O)CCC(C)C)c(=O)[nH]1	95	99	11	97	3	3	98	-27	103	97	10
Cc1ccccc1NC(=O)Cc1nnc(SCc2ccc(Cl)c(Cl)c2)n1C	96	99	-1	101	11	7	101	16	103	100	13
CC(=O)c1cccc(NC(=O)C2CCCC2)c1	98	101	x	98	42	12	102	-5	101	101	17
COc1ccc(C2=NOC(C(=O)N3CCCCCC3)C2)cc1OC (stereo not given)	101	103	x	109	14	9	107	-42	100	102	32
CN(CCCNC(=O)c1cn(C)c2ccc(S(=O)(=O)N(C)C)cc2c1=O)c1ccccc1	u	u	x	u	7	19	u	-24	u	u	14
COC(=O)c1ccc(CSc2nc(C(F)(F)F)c3c(c2C#N)CCC3)o1	99	98	x	100	6	12	96	4	102	99	17
COC(=O)c1c(C)oc2ccc(N(C(=O)Oc3ccccc3)S(=O)(=O)c3ccccc3)cc12	101	103	9	102	13	10	98	-9	102	100	13
Cc1ccc(NC(=O)C(=O)NCCN2CCN(C(=S)Nc3ccccc3)CC2)cc1	103	101	x	111	13	6	103	-46	99	101	17

Source: PubChem BioAssay

Random draw from the library (roughly 3% active in at least one column).
